# Source: PubChem
# GLS inh: glutaminase GLS (human) inhibition; hit rate 0.21% among 410,000; O94925; Potency, µM (doses to about 45.5 µM), for the others: at the highest dose activity change, negative = inhibition, most hits filed as inhibitors; GLS enzymatic activity, qHTS titration; also: potency is read from the fitted curve at half-maximal effect; % is scaled to controls: 0 for no effect and ±100 for the full control effect
#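 Read-out is an Amplex red fluorescence increase coupled through glutamate oxidase and HRP, measured before and after 30 min room-temperature incubation. hKGA is in 45 mM KH2PO4 (pH 8.2) with 0.02% Tween-20; glutamine added as 1mM solution.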
# ERG Ets-DNA blk: ERG Ets/DNA interaction inhibition; P11308; fluorescence polarization, His-ERG Ets domain / labelled DNA; Potency, µM (series often up to 76.9 µM), without a hit: at the top dose FP activity, negative = inhibition, usual class: inhibitors; hit rate 0.028% among 370,000; active = well fitted inhibition curve with a large enough effect in the polarisation, with a control signal flat; inconclusive = small, poorly fitted or top-dose-only effect, or effect the other way, or a change in a side signal; inactive = no such curve, though single readings can be large or run the other way; the % refers to the polarisation;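 also: polarization taken with two DNA probes labelled with fluorescein and Texas red; potency is read from the fitted curve at half-maximal effect; % of control where 0% means no effect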
#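 His-tagged ERG Ets domain (1 uM in the protein solution; 300mM KCl, 50mM Tris-HCl, 1mM EDTA, 1mM DTT, pH 7.5) received compound, then a probe mix of 5 nM fluorescein-DNA and 100nM Texas-615-DNA. Fluorescence polarization was read for both dyes.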
# Pin1 inhibitor: human Pin1 inhibition | Q13526 | Pin1 FP peptide displacement, HiFluor488, 10 min | Potency, µM (highest dose often 115 µM), for the others: at the highest dose activity, negative = inhibition, usual class: inhibitors | hit rate 0.009% among 390,000 | AID 504891; active = well fitted inhibition curve with a large enough effect in the polarisation, with a control signal flat, not every such curve was filed as active; inconclusive = small, poorly fitted or top-dose-only effect, or effect the other way, or a change in a side signal; inactive = no such curve, though single readings can be large or run the other way; the % refers to the polarisation; also: potency is read from the fitted curve at half-maximal effect; % is scaled to controls: 0 for no effect and ±100 for the full control effect
# BAZ2B block: inhibitors of human BAZ2B bromodomain | AlphaScreen BAZ2B-H3K14Ac peptide displacement | Potency, µM (titrated, usually from 114 µM), without a hit: at the highest dose activity change, negative = inhibition, hits mostly inhibitors | hit rate 4.4% among 360,000 | AID 504333; also: potency is read from the fitted curve at half-maximal effect; % is scaled to controls: 0 for no effect and ±100 for the full control effect; nearly all actives have a fitted effect of over 60% in size
#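 In this displacement format the biotinylated H3(5-23) peptide acetylated at Lys14 serves as ligand at 50 nM, with BAZ2B at 50 nM in PBS pH 7.4 containing 0.01% Tween-20. Donor and acceptor beads are 10 ug/mL final.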
# G9a inh: blocks human histone lysine methyltransferase G9a | Q96KQ7 | G9a H3K9 monomethylation, AlphaScreen, 2 h | Potency, µM (doses to about 102 µM), for the others: at the top dose activity, negative = inhibition, actives largely listed as inhibitors | hit rate 8.8% among 350,000 | AID 504332; also: potency is read from the fitted curve at half-maximal effect; % is scaled to controls: 0 for no effect and ±100 for the full control effect; nearly all actives have a fitted effect of over 75% in size
#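 G9a (20 nM) preincubated 15 min RT with compounds, then 500 nM biotinylated H3K9 peptide and 20 uM SAM added; 2 h RT reaction. Monomethyl-H3K9 product detected by AlphaScreen with anti-H3K9me1 antibody, streptavidin donor and anti-rabbit IgG acceptor beads.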
# JMJD2A Tudor inh: blocks the human JMJD2A Tudor domain; O75164; AlphaScreen JMJD2A-Tudor / H3K4me3 peptide binding; Potency, µM (titrated, usually from 114 µM), for the others: top-dose activity change, negative = inhibition, usual class: inhibitors; hit rate 4.4% among 390,000; also: potency is read from the fitted curve at half-maximal effect; % is scaled to controls: 0 for no effect and ±100 for the full control effect; nearly all actives have a fitted effect of over 50% in size
# Target sequence (O75164 whole entry, looked up, the tested form may be a part): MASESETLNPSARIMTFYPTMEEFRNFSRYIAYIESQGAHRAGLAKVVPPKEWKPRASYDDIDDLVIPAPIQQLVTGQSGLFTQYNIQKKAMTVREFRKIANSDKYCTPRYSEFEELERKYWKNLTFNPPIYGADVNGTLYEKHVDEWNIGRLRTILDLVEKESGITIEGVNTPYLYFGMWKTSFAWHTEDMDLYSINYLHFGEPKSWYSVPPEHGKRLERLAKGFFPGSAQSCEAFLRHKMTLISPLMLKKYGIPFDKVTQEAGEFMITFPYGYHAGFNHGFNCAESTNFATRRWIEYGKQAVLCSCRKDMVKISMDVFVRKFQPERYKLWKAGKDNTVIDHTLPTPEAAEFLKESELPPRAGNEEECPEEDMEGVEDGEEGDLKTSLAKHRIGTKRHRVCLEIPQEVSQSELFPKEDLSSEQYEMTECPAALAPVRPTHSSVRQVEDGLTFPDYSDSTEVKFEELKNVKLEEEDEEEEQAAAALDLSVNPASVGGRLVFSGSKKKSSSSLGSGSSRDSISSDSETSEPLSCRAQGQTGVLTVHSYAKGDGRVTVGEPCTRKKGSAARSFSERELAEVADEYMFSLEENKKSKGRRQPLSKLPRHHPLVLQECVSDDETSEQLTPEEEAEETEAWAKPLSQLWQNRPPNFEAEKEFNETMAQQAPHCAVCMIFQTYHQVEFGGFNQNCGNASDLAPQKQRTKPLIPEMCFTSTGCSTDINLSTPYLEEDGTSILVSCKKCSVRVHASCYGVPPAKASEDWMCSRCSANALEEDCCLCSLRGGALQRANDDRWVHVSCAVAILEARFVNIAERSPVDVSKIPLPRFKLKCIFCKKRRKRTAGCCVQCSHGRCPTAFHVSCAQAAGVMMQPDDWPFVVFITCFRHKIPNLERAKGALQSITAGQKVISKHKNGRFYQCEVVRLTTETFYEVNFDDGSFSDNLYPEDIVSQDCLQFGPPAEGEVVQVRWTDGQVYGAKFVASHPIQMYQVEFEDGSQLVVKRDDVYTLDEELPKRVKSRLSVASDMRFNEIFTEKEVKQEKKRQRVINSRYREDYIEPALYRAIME
# HP1b binding inh: HP1-beta chromodomain-methylated histone interaction inhibition; P83916; AlphaScreen HP1-beta / biotin-H3K9me3 peptide binding; Potency, µM (doses to about 114 µM), without a hit: top-dose activity change, negative = inhibition, usual class: inhibitors; hit rate 0.56% among 390,000; also: potency is read from the fitted curve at half-maximal effect; nearly all actives have a fitted effect of over 70% in size; inactives centre near 23
#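 HP1-beta protein (50 nM final) preincubated 30 min at room temperature with biotinylated H3(1-18)K9me3 peptide (50 nM) in PBS pH 7.4, 0.01% Tween-20, then compound added for 30 min. AlphaScreen streptavidin donor/nickel chelate acceptor beads (10 ug/mL final), 30 min dark, luminescence read.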
# Tb PGK inh: inhibitors of T. brucei phosphoglycerate kinase; P07378; PGK/GAPDH coupled, Kinase-Glo luminescence, 60 min; Potency, µM (top dose mostly 57.5 µM), without a hit: top-dose activity change, negative = inhibition, actives largely listed as inhibitors; hit rate 0.043% among 380,000; AID 602233; also: potency is read from the fitted curve at half-maximal effect; % is scaled to controls: 0 for no effect and ±100 for the full control effect; nearly all actives have a fitted effect of over 60% in size
#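 Recombinant glycosomal PGK reaction used 1,3-bisphosphoglycerate generated in-well by GAPDH (100nM final) in 100mM TEA pH 7.6, 5mM MgCl2, 0.01% Tween-20. After 60 minutes at room temperature, ATP was read by Kinase-Glo Plus luminescence end-point.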
# PI4K2A block: blocks human PI4K2A kinase activity; Q9BTU6; purified PI4K2A, ADP-Glo luminescence, 1 h; active compounds read low; activity change, negative = inhibition, % at 76.9 µM; hit rate 0.13% among 420,000; in the data active = activity change below about -50%; inconclusive = mostly about -30% to -49%;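 also: -100% = wells without enzyme as full effect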
#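 ADP-Glo luminescence measured ADP generated by PI4K2A enzyme (4 ug/mL before mixing) with 1.2 mM PI substrate (pre-mix) and 300 microM ATP (pre-mix). Tris pH7.5 buffer with MgCl2, Triton X-100; 1 h reaction at ambient temperature.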
# * marks the source's active call; other numbers are inactive results; i = inactive; ? = inconclusive; / = no result given; & = joins results of further samples; [ ] = dose if it differs, or a comment. Unless noted, calls follow the shape of the dose curve; as a rule, active = well fitted curve in the direction sought with a large enough effect; inconclusive = small, poorly fitted or top-dose-only effect, or another doubt; inactive = no such curve, though single readings can be large; an effect the other way counts as inactive or inconclusive.
SMILES,GLS inh,ERG Ets-DNA blk,Pin1 inhibitor,BAZ2B block,G9a inh,JMJD2A Tudor inh,HP1b binding inh,Tb PGK inh,PI4K2A block
Cc1cccc(CC(=O)N2CC(=O)Nc3ccc(Br)cc3C2c2ccc(F)cc2)c1 (stereo unspecified),4%,-2%,15%,-15%,?,-28%,2%,7%,-1
CCOc1cccc(C(=O)Nc2cccc(NC(=O)c3ccco3)c2)c1,-13%,11%,0%,?,-2%[59 µM],-23%,-25%,i,1
Oc1ccccc1CNc1ccc(OC(F)(F)F)cc1,0%,4%,-3%,7%,/,-12%[11.4 µM],31%,0%,0
COc1ccccc1Cn1cccc1C=O,0%,-6%,-4%,-5%,13%,4%[57.1 µM],38%,8%,4
CCN1C(=O)[C@H]2[C@@H](c3ccc(-c4ccc(OC)cc4)c(OC)c3)N[C@@](C)(C(=O)OC)[C@H]2C1=O,12%,1%,0%,-13%,-6%[2.33 µM],-30%,44%[activator],3%,-4
COCCNC(=O)c1ccc(CS(=O)(=O)c2cccc(C(F)(F)F)c2)o1,-6%,20%,-2%,-16%,6%,-12%,55%[activator],0%,3
CCO[C@@H]1OC(C(=O)NCc2nc3ccccc3[nH]2)=C[C@H](c2ccccc2)[C@H]1CCCO,5%,-12%,-9%,-18%,-7%[59 µM],-19%,15%,4%,4
O=C(CN1CCCCC1)Nc1nc(-c2ccc(F)c(F)c2)cs1,1%,4%,-4%,-17%,20%,-8%,58%[activator],-2%,4
CSc1ccccc1NC(=O)CN(C)C(=O)CNc1ccc(C(F)(F)F)cc1[N+](=O)[O-],2%,5%,7%,8%,2%[59 µM],-7%,29%,-1%,-2
Cc1cc(C)c(OCCCCNCc2ccccc2)c(Cl)c1,-2%,0%,4%,56µM*,35%[0.501 µM],1.4µM*,-53%,-2%,8
COC(=O)C(C(=O)OC)c1ncccc1[N+](=O)[O-],8%,-4%,2%,2%,30%,-12%,27%,-7%,4
CN(C)CCNc1oc(/C=C/c2ccccc2)nc1C#N,15%,-11%,-1%,0%,14%[59 µM],6%,14%,-9%,4
CCCc1nc2n[nH]c(N)c2c2c1COC(C)(C)C2,27%,-2%,5%,1%,14%,-2%,35%[activator],-1%,-2
O=C(Nc1ccc(Cl)cn1)c1ccc2[nH]c(=O)c(=O)[nH]c2c1,0%,2%,-3%,-23%,26%,7%,23%,-5%,0
C[C@H]1CN(Cc2ccccc2)C(=O)[C@@H]1CC(=O)NCc1ccccc1,2%,11%,3%,-33%,?,-4%,48%[activator],2%,-1
Cn1c(O)c(C=Nc2ccc(Br)cc2)sc1=O,2%,1%,-2%,-36%,?,-13%,18%,-1%,-1
CCN(/N=C/c1cccs1)c1cc(=O)n(C)c(=O)[nH]1,3%,-6%,-4%,-27%,-38%[59 µM],0%,17%,-7%,4
COc1cccc2cc(-c3nnc(SCC(=O)Nc4nc(C)cs4)n3C)oc12,0%,-5%,17%,-35%,?,?,22%,-3%,1
CCOC(=O)C(CC(=O)O)=C(c1ccccc1)c1ccccc1,2%,-5%,7%,7%,14%,-4%,10%,6%,-3
[O-][n+]1c2c(nn1-c1ccccc1)/C(=N/O)CCC2,10%,-2%,1%,-9%,-8%,-8%,43%[activator],-1%,6
CSc1cccc(NC(=S)N(C(C)C)C(C)c2ccccn2)c1 (stereo unspecified),-17%,5%,3%,?,-6%[59 µM],-29%,11%,-18%,9
CCn1cc(CNC(=S)Nc2cccc(Cl)c2C)cn1,3%,0%,8%,-26%,-2%,-7%,37%[activator],4%,0
CN(c1ccc(OCC(=O)OCC(=O)NC2CCCC2)cc1)S(=O)(=O)c1ccc2ccccc2c1,-2%,20%,33%[activator],/,-4%,-18%,38%,i,-2
CC(C)CCn1c(CN2CCN(Cc3ccccc3)CC2)nc2c1c(=O)n(C)c(=O)n2C,-1%,4%,0%,0%,20%[59 µM],-13%,12%,9%,0
COc1cc2c(cc1OC)C(C)N(C(=O)[C@@H](NC(=O)c1ccccc1)C(C)C)CC2 (stereo partly specified),-10%,54%[activator],2%,3%,0%,-6%,53%[activator],-7%,-14
COc1ccc(-c2cnn3cc(-c4cccc(Cl)c4)cnc23)cc1,0%,-6%,32%[activator],1%,5%[2.33 µM],-6%,42%[activator],/,3
COc1ccc(CNc2ccc([N+](=O)[O-])cn2)cc1,-1%,-5%,-11%,-3%,-12%,-15%,43%[activator],-5%,-2
CC1=C(C(N)=O)C(c2ccc(Cl)cc2)NC(=O)N1 (stereo unspecified),1%,-2%,4%,0%,22%,-7%,39%,-3%,-1
COCCn1c(SCC(=O)N2CCN(c3ccccc3)CC2)nc2c(c1=O)SC(C)C2 (stereo unspecified),12%,11%,0%,-10%,10%[59 µM],-16%,32%,-2%,3
CC(C)(C)NC(=O)C[n+]1ccc(C(N)=O)cc1,4%,9%,-2%,2%,?,-4%,60%[activator],-2%,6
COC(=O)COc1ccc(Oc2nc(NC(C)(C)C)nc(N3CCOCC3)n2)nn1,7%,2%,-2%,-4%,1%[59 µM],-11%,8%,-7%,3
Cc1ccc(-n2cc(C(=O)c3cc(Cl)ccc3O)cc(C#N)c2=O)cc1,8%,8%,49%[activator],-38%,11%[59 µM],-31%,-2%,i,1
COc1cc([N+](=O)[O-])ccc1NC(=O)CSc1nncn1-c1cccnc1,8%,3%,-3%,4%,-11%,?,-4%,-16%,4
CCOC(=O)c1ccc(NC(=O)C2=C(C)C(=O)OC23CCCCCC3)cc1,2%,10%,-6%,-4%,2%[59 µM],-18%,31%,-7%,3
CCOC(=O)N1CCN(c2c(NCCCN(CC)CC)c(=O)c2=O)CC1,69%[activator],7%,1%,-35%,69%[activator][12.7 µM],-18%,-3%,i,-3
COC(=O)c1oc2ccc(Br)cc2c1NC(=O)CCN1CCOCC1,4%,-7%,19%,-3%,-21%,-12%,19%,2%,2
COc1ccc(C(=O)NCCn2cc(SCC(=O)Nc3ccc(F)cc3)c3ccccc32)cc1,13%,-7%,45%[activator],-26%,5%[59 µM],-18%,27%,2%,0
Cc1ccccc1-c1noc(-c2ccccc2C(=O)NCC2CCCO2)n1 (stereo unspecified),1%,6%,-2%,-3%,-1%,7%,43%[activator],3%,-4
c1cnc2ccc(C(c3nnnn3C3CCCCC3)N3CCN(C4CCCCC4)CC3)cc2c1 (stereo unspecified),-11%,-1%,-9%,/,/,8%[57.1 µM],12%,i,-2
Cc1ccc(/C=C2/SC(=O)NC2=S)o1,0%,-9%,?,50µM*,18µM*,40µM*,?,-11%,-10
Cc1ccc(S(=O)(=O)N2CCCCC2CCNC(=O)C(=O)NCC2CCCO2)cc1 (stereo unspecified),12%,/,-7%,4%,-7%,-4%,22%,5%,3
Oc1ccc(CN2CCN(c3ccccc3)CC2)c2cccnc12,-6%,-12%,-2%,?,3.2µM*,-31%,22%,i,17
Cc1ccccc1NC(=O)c1cc2ccccc2o1,-5%&1%,-1%&0%,-9%&-10%,1%&6%,25%[0.501 µM],12%&-27%,61%&27%[activator],-7%,-10&-8
O=c1cc2c(nn1Cc1ccc(Cl)cc1)-c1ccccc1CC2,-1%,0%,?,27%,82%[activator],14%,62%,0%,1
COc1ccc(CC(=O)c2cc(OC)c(OC)cc2CC(=O)O)cc1OC,0%,6%,0%,-5%,?,-2%,55%[activator],-5%,3
CCc1ccc2c(c1)c(=O)c(C(=O)c1ccccc1)cn2CC(=O)Nc1ccc(C)c(Cl)c1,-5%,-5%,10%,-12%,-7%[59 µM],?,8%,0%,3
CCOC(=O)C1(CCCc2ccccc2)CCN(C(=O)c2cc(C)nn2CC)CC1,-3%,-15%,-1%,-3%[57.1 µM],-3%,-10%,17%[57 µM],-5%,3
O=[N+]([O-])C1=C(Nc2cccc3ccccc23)CS(=O)(=O)C1,27%,-7%,?,-37%,?,-16%,17%,i,-7
CC(C)c1cnc2c(c1SCc1ccc([N+](=O)[O-])cc1)c(=O)n(C)c(=O)n2C,8%,0%,-1%,-32%,?,-19%,24%[57 µM],-9%,2
O=S(=O)(c1ccc(Cl)cc1)c1nc(-c2ccccc2F)oc1NCCCN1CCOCC1,-6%,2%,-7%,?,79µM*,?,-16%,i,7
Oc1c(C(c2ccc(Cl)cc2Cl)N2CCCC2)sc2nc(-c3ccco3)nn12 (stereo unspecified),6%,3%,2%,-8%,10%[59 µM],-7%,20%,0%,-4
COCCOc1ccc(C(F)(F)F)cc1NC(=O)c1ccccc1,-3%,13%,28%,5%,19%[59 µM],9%,42%[activator],-3%,-6
O=C1OCCC1Sc1nc2ccccc2s1 (stereo unspecified),-3%,4%,-6%,?,?,-7%,54%[activator],-8%,3
CCC1CCCCN1S(=O)(=O)c1cc2c(cc1C)NC(=O)CO2 (stereo unspecified),-6%,6%,-2%,-10%,-38%[59 µM],-12%,23%,-8%,-1
Cc1cc2occ(CC(=O)N(C)CC(=O)Nc3c(C)cccc3C)c2cc1C,7%,-10%,0%,1%,40µM*,-8%,5%,1%,3
